# Shiga toxin inh: Shiga toxin inhibition; 9.2% of 290,000 active; Vero cells, Shiga toxin protein synthesis inhibition reporter; inhibition, % at 38.7 µM; in the data active = inhibition mostly above about 28%, no sharp cut-off; inactive = mostly below about 43%; also: 0% is about no effect
# AmpC inh detg: AmpC beta-lactamase inhibition with detergent present; AID 485294; AmpC hydrolysis of nitrocefin, absorbance 480 nm, 0.01% Triton; 0.041% of 370,000 active; P00811; Potency, µM (highest dose often 114 µM), without a hit: top-dose activity change, negative = inhibition, hits mostly inhibitors;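 also: potency is read from the fitted curve at half-maximal effect; 0% = no-compound wells and -100% = no-enzyme wells; nearly all actives have a fitted effect of over 25% in size; some results filed as inactive show a strong effect at the top dose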
# Target sequence (P00811 whole entry, looked up): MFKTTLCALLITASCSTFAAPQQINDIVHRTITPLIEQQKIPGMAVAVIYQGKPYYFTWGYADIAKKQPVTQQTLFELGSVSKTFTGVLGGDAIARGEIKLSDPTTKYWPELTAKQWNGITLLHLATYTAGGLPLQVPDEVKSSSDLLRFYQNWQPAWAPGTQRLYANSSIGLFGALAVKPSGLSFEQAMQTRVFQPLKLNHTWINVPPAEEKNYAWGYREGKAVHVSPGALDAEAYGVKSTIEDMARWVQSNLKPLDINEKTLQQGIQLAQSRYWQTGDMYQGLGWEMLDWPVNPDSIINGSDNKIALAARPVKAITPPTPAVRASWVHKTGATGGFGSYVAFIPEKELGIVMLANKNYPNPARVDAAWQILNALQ
#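 20 mM phosphate pH 7.0 + 0.01% (detergent screen) or 0.0001% Triton X-100; 5.3 nM AmpC reagent; cpd preinc 15 min RT; nitrocefin (800 uM stock) to start; A480 q20 s × 4 min; Activity was normalised to no-enzyme and no-compound control wells.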
# Giardia FBPA inh: blocks Giardia fructose-bisphosphate aldolase activity. purified Giardia FBPA. Potency, µM (titrated, usually from 59.6 µM), for the others: top-dose activity, negative = inhibition, usual class: inhibitors. 0.71% of 290,000 active. AID 2451; also: potency is read from the fitted curve at half-maximal effect; % is scaled to controls: 0 for no effect and ±100 for the full control effect; nearly all actives have a fitted effect of over 55% in size
# Target sequence (A8B2U2 whole entry, looked up): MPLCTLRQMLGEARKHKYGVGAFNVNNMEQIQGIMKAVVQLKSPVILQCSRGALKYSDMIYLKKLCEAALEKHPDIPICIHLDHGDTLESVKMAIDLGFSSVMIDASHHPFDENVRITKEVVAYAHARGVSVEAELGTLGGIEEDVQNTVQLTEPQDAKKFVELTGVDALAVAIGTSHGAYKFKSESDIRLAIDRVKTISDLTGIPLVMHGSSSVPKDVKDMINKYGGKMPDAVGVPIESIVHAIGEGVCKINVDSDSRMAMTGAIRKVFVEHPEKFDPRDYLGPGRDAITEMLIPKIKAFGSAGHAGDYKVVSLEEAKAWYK
#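 40 nM FBPA preincubated 10 min at RT with compound (up to 57.5 uM final), then substrate plus GAPDH/TPI/NAD/arsenate coupling and diaphorase/resazurin added. Fluorescence read after 20 min at RT, 525/598 nm.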
# AmpC inh no detg: AmpC beta-lactamase inhibition without detergent | AmpC nitrocefin hydrolysis, absorbance 480 nm, 0.0001% Triton | AID 485341 | 0.52% of 330,000 active | Potency, µM (doses to about 57.1 µM), without a hit: at the highest dose activity change, negative = inhibition, hits mostly inhibitors | P00811;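 also: potency is read from the fitted curve at half-maximal effect; plate controls were no compound for no effect and no enzyme for full effect; nearly all actives have a fitted effect of over 20% in size; some results filed as inactive show a strong effect at the top dose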
#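 AmpC (5.3 nM in the dispensed reagent) in 20 mM phosphate pH 7.0 with 0.01% (detergent screen) or 0.0001% Triton X-100 was preincubated with compounds for 15 min at room temperature. Nitrocefin was then added from an 800 uM solution, and hydrolysis was followed at 480 nm.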
# AMA1-RON2 inh: AMA1-RON2 (P. falciparum) interaction inhibition | 0.2% of 360,000 active | AlphaScreen AMA1-biotinylated RON2 peptide binding | AID 720542 | Potency, µM (top dose mostly 58.2 µM), for inactives: top-dose activity change, negative = inhibition, hits mostly inhibitors;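 also: potency is read from the fitted curve at half-maximal effect; 0% = vehicle wells and -100% = peptide control; nearly all actives have a fitted effect of over 45% in size; some results filed as inactive show a strong effect at the top dose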
#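 AMA1 (3D7) with his tag at 25 nM final met compounds first, then biotinylated RON2 peptide at 25 nM; detection used donor plus acceptor beads, 10 µg/mL apiece, read by AlphaScreen after 30 min at room temperature.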
# HCMV inh: human cytomegalovirus inhibition | AID 1259415 | 4.5% of 410,000 active | HFF cells, HCMV-luciferase reporter, 72 h; stronger effect = lower value | activity change, negative = inhibition, % at 57.5 µM; in the data active = activity change below about -60%; inconclusive = no clear call, values can overlap the other calls; inactive = above about -39%; also: % is scaled to controls: 0 for no effect and ±100 for the full control effect
#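 Two compound doses tested in HFFs infected with HCMV-luciferase, MOI 1 PFU/cell, 72 h at 37C. Lysate luminescence read with OneGlo; data normalized against buffer-only and 10uM Salinomycin inhibitor controls.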
# Cycloheximide cs: affects cycloheximide protein synthesis inhibition readout, counter-screen. cell reporter, cycloheximide protein synthesis inhibition counterscreen. max response, %. 12% of 300,000 active. AID 2314; in the data active = max response mostly above about 13%, no sharp cut-off; inactive = mostly below about 14%; also: read at 38.3 µM for the half of the compounds with a filed dose; 0% is about no effect
# * = called active by the depositor; ? = inconclusive; . = no result given; + = active, no number; [ ] = remark or other dose. Unless noted, calls follow the shape of the dose curve; as a rule, active = well fitted curve in the direction sought with a large enough effect; inconclusive = small, poorly fitted or top-dose-only effect, or another doubt; inactive = no such curve, though single readings can be large; an effect the other way counts as inactive or inconclusive.
SMILES,Shiga toxin inh,AmpC inh detg,Giardia FBPA inh,AmpC inh no detg,AMA1-RON2 inh,HCMV inh,Cycloheximide cs
O=C1c2ccccc2C(=O)c2c1cccc2N1CCCC1,56*,8%,?,-21%,13µM*,5,43*
CCCCNC(=O)C1c2cc(OC)c(OC)cc2C(=O)N(C)C1c1cccs1 (stereo not given),-2,?,7%,-5%,16%,-12,-1
COc1ccc(NC(=O)C(c2ccccc2)N(C)C(=O)CNC(C)=O)cc1 (stereo not given),-11,?,5%,0%,-8%,10,-1
O=C(CSc1ccc2ccccc2n1)NCc1ccc2c(c1)OCO2,38,-2%,0%,-14%,11%,14,0
O=C(CN1CCc2ccccc2C1)Nc1cccc(S(=O)(=O)N2CCCC2)c1,-3,-9%,?,-32%,-9%,-9,1
Cc1ccc(S(=O)(=O)Oc2ccc(/C=N/NC(=O)c3cccnc3)cc2)cc1,14,0%,-2%,23%,0%,?,12
CCN(CC)c1nc(Nc2ccccc2)nc(Oc2ccc(C(=O)OC)cc2)n1,16,4%,-7%,-24%,-5%,23,-1
Cc1ccc(CC(=O)NC(C)CCc2ccccc2)cc1 (stereo not given),-10,0%,1%,5%,70%[activator],48,-4
COc1cccc(-c2nnc(SCC(=O)N3CCCc4ccccc43)o2)c1,19*,-13%,-2%,6%,3%,?,10
CCCC(=O)O[C@@H]1[C@@H](C)[C@@]2(O)[C@@H](C=C(CO)C[C@@]3(O)C(=O)C(C)=C[C@@H]23)[C@@H]2C(C)(C)[C@]12OC(=O)CCC,-10,.,-3%,.,.,.,-4
CCOC(=O)N1CCN(C(=O)c2c[nH]c3ccc(S(=O)(=O)N(C)c4ccc(OCC)cc4)cc3c2=O)CC1,-2,2%,.,113%[activator],8%,-30,-4
COCCn1c(SCC(=O)c2c(N)n(C3CC3)c(=O)[nH]c2=O)nnc1-c1cccc(C)c1,.,-4%,.,-13%,-6%,0,.
Cc1nc2ccccc2n1C1CCN(Cc2nnnn2CCc2ccccc2)CC1,-18,-6%,-6%,164%[activator],3%,-1,-2
Cn1c(-c2ccccc2)cnc1SCC(=O)NCc1ccco1,6,?,-1%,-14%,-4%,-30,5
COc1cc(S(=O)(=O)Nc2ncn[nH]2)ccc1Cl,-4,-10%,?,-3%,7%,-31,-2
CC(=O)c1ccc(NC(=O)/C(=C\c2ccccc2)NC(=O)/C=C/c2ccccc2)cc1,-7,0%,8%,-19%,5%,35,2
CC1(C)CC(NC(=O)c2cc(S(=O)(=O)N3CCOCC3)c(Cl)cc2Cl)CC(C)(C)N1,.,-10%,.,-15%,-8%,-28,.
O=C(c1cccs1)N1CCN(C23CC4CC(CC(C4)C2)C3)CC1,-15,-5%,.,52%,-17%,-18,-1
O=C(O)CNC(=O)c1ccc(OC(F)F)cc1,-3,0%,0%,-13%,6%,50,-3
Cc1cc2c3c([nH]c2cc1S(=O)(=O)N1CCC2(CC1)OCCO2)CC(C)(C)CC3=O,-5,-5%,-1%,36%,0%,?,-3
Cc1ccccc1OCC(=O)Nc1ccc2c(c1)Cc1ccccc1-2,-10,5%,4%,-17%,0%,39,18
C/C(=C/C=N/Nc1nc(N2CCCCC2)nc(N2CCCCC2)n1)c1ccccc1,-23,-11%,2%,-14%,0%,-22,-2
O=C(CSc1ccc(F)cc1)NC(=O)NCc1ccccc1,27,6%,-1%,-32%,11%,49,-2
c1ccc(-c2csc(N3CCCCCC3)n2)cc1,+,1%,-4%,-23%,24%,8,33*
O=C(O)CNC(=S)N(Cc1ccccc1Cl)C1CCCC1,-17,9%,30%,-16%,-1%,-20,-10
Cc1ccc2nc(NC(=O)C3CCCN(S(=O)(=O)c4cnc[nH]4)C3)sc2c1 (stereo not given),+,?,-8%,-23%,10%,9,43*
CCN(CC(=O)NCc1ccc(Cl)cc1)C(=O)/C=C/c1cc(OC)c(OC)c(OC)c1,-14,-7%,-4%,46%,-8%,5,10
Cc1ccccc1NC(=O)Cn1nc(-c2ccccc2)nc1-c1ccccc1,-6,0%,-2%,-18%,-5%,1,-3
Cc1ccc(N(CN2C(=O)C3C4CCC(C4)C3C2=O)C(=O)c2ccco2)cc1 (stereo not given),20,10%,9%,4%,0%,?,-3
Nc1c(S(=O)(=O)c2cccs2)c2nc3ccccc3nc2n1Cc1ccccc1,-14,2%,-15%,-28%,15%,.,1
CCOc1ccc(N(CC(=O)NCc2ccccc2)C(=O)Cn2nnc(-c3ccc(C)o3)n2)cc1,-2,?,4%,0%,2%,-14,-6
CCc1noc(C)c1C(=O)Nc1cc(Cl)ccc1N1CCOCC1,.,-15%,.,24%,2%,?,.
CCCn1c(SCC(=O)Nc2ccccc2N2CCCCC2)nc2c1c(=O)n(C)c(=O)n2C,-3,-7%,-1%,81%[activator],0%,?,7
CCCC(=O)NNc1cc(=O)c2c(=O)n(C)c(=O)n(C)c2[nH]1,-15,1%,7%,-2%,-6%,-8,-4
O=C(CSc1nc(C(F)(F)F)cc(=O)[nH]1)Nc1ccc2c(c1)OCCO2,.,?,.,-11%,11%,-22,.
CCCOc1ccc(C(=O)NNC(=S)NC(=O)c2cc(-c3ccc(Cl)cc3)nc3ccccc23)cc1,-33,2%,17%,-46%,170%[activator],-31,1
CCOC(=O)C1(Cc2ccccc2)CCN(Cc2csc(C(C)=O)c2)CC1,-2,-1%,-10%,48%,-19%,21,-2
Cc1cccc(NC(=O)c2ccccn2)c1C,77*,-21%,-2%,-4%,17%,25,32*
Cc1c(C)c2ccc(OC(C)C(=O)N3C[C@H]4C[C@@H](C3)c3cccc(=O)n3C4)c(C)c2oc1=O (stereo not given in full),-4,?,4%,4%,8%,61,2
Cc1cc([N+](=O)[O-])nn1CC(=O)N/N=C/c1ccccc1O,57*,-14%,15%,-15%,101%[activator],-18,24*

# Only HCMV inh, Giardia FBPA inh and AmpC inh detg, for 3 of the compounds above:
molecule	HCMV inh	Giardia FBPA inh	AmpC inh detg
Cc1cc([N+](=O)[O-])nn1CC(=O)N/N=C/c1ccccc1O	-18	15%	-14%
CCCn1c(SCC(=O)Nc2ccccc2N2CCCCC2)nc2c1c(=O)n(C)c(=O)n2C	?	-1%	-7%
CCCOc1ccc(C(=O)NNC(=S)NC(=O)c2cc(-c3ccc(Cl)cc3)nc3ccccc23)cc1	-31	17%	2%

# In the list so far, two have a COOH group:
SMILES,Shiga toxin inh,AmpC inh detg,Giardia FBPA inh,AmpC inh no detg,AMA1-RON2 inh,HCMV inh,Cycloheximide cs
O=C(O)CNC(=O)c1ccc(OC(F)F)cc1,-3,0%,0%,-13%,6%,50,-3
O=C(O)CNC(=S)N(Cc1ccccc1Cl)C1CCCC1,-17,9%,30%,-16%,-1%,-20,-10

# The list goes on.
SMILES,Shiga toxin inh,AmpC inh detg,Giardia FBPA inh,AmpC inh no detg,AMA1-RON2 inh,HCMV inh,Cycloheximide cs
O=C(O)c1ccc(OCCn2ccnc2)cc1,-10,-8%,?,-20%,-4%,-39,-3
CCC1CCCCN1S(=O)(=O)c1ccc([N+](=O)[O-])cc1 (stereo not given),-5,-5%,9%,-17%,0%,22,0
COc1ccc2c(c1)c(=O)oc1cc(OCC(=O)NC3CCCCC3)ccc12,-15,-14%,-3%,-23%,-22%,-7,-5
Cc1sc2nc(SCC(=O)N(CCO)CCO)nc(N)c2c1C,-19,5%,-4%,-19%,16%,20,-1
CCN(C(=O)COC(=O)c1ccc(C)c(S(=O)(=O)N2CCCCC2)c1)C1CCS(=O)(=O)C1 (stereo not given),.,-9%,.,50%,13%,-19,.
COc1cc2c(cc1OC)CN(C1CCCN(Cc3cc(Cl)ccc3O)C1)CC2 (stereo not given),-13,3%,-13%,60%,45%[activator],-27,-2
Cc1ccccc1Sc1c(C#N)c(-c2ccccc2)nn1C,3,-14%,-2%,-28%,55%[activator],?,24
CCOc1ccc2nc(N3C(=O)/C(=C/c4ccc(Cl)cc4)NC3=S)sc2c1,2,0%,6%,-13%,15%,-19,13*
Cc1sc2nc(SCC(=O)N(C)Cc3ccccc3)n(-c3ccccc3)c(=O)c2c1C,2,?,-3%,-15%,-1%,6,-3
COc1ccc(CCN2C(=NC(=O)CCC(=O)O)SC3CS(=O)(=O)CC32)cc1 (stereo not given),3,0%,-8%,7%,-3%,22,6
COc1ccc(C(=O)NCc2ccncc2)cc1S(=O)(=O)NCc1ccc(Cl)cc1,.,-5%,.,-26%,0%,-4,.
Cc1ccc(C)c(N2CC(C(=O)OCC(=O)Nc3cc(C)on3)CC2=O)c1 (stereo not given),-5,4%,5%,1%,-15%,5,-2
CC1=CC(=C2C(=O)NC(=S)NC2=O)C=C(C(F)(F)F)N1Cc1ccccc1,-4,6%,3%,-18%,1%,23,-2
C=CCN1C(=O)N(/C=C/C)c2cccc3cccc1c23,-6,-8%,?,-18%,6%,-13,1
CCCCNC(C(=O)Nc1ccc([N+](=O)[O-])cc1Br)c1ccccc1 (stereo not given),-2,-8%,?,-25%,?,-26,-1
c1ccc(CN2CCC3(CC2)Nc2ccccc2S3)cc1,24,2%,-5%,-8%,-3%,59,11
CC(=O)Nc1ccc(N2C(=O)CSC2c2cccc(Br)c2)cc1 (stereo not given),-9,3%,5%,26%,9%,?,5
Cc1ccc(S(=O)(=O)Nc2ccc3nc(-c4cccn4C)[nH]c3c2)cc1,37*,1%,-2%,-28%,-24%,30,24*
CCOC(=O)c1sc2nc(CN3CCCCC3)nc(Cl)c2c1C,-5,-2%,-6%,-17%,6%,.,3
Cc1cc(NC(=O)CSc2nc(=O)n3cc(Cl)ccc3n2)no1,.,?,.,-16%,-8%,-98*,.
Cc1ccc(C(=O)c2ccccc2C(=O)OCC(=O)Nc2cccc([N+](=O)[O-])c2)cc1,-11,-8%,-17%,-51%,0%,-35,-2
CCn1nnc(-c2ccc(N)cc2)n1,23,5%,-1%,-20%,-16%,-15,12
Cc1noc(NS(=O)(=O)c2ccc(NC(=O)COc3ccc(C#N)cc3)cc2)c1C,.,.,.,-13%,-2%,-5,.
NC(=O)c1ccc(NC(=O)COC(=O)C2COc3ccccc3O2)cc1 (stereo not given),.,.,.,-37%,10%,3,.
C=CCNC(=S)N/N=C(\C)c1ccccn1,54,-3%,15%,-12%,-86%,-103*,17
CCOC(=O)c1cn(-c2ccc(F)c(F)c2F)c2c(F)c(F)c(F)cc2c1=O,-7,1%,6%,-7%,13%,33,-4
O=C(COC(=O)c1cccc(NS(=O)(=O)c2ccc(F)c(F)c2)c1)NC(=O)NC1CCCC1,-11,?,0%,-10%,-1%,?,-3
O=C(N/C(=C\c1ccco1)C(=O)N1CCCC(CO)C1)c1ccccc1 (stereo not given),18,-15%,1%,-7%,20%,33,1
CN(C)c1ccc(CNCCC2CCOC(C)(C)C2)cc1 (stereo not given),-13,-8%,-17%,-10%,.,.,-4
